Compound activity from PubChem.
USP2a block: USP2a (human) protease inhibition; O75604; Potency, µM (top dose mostly 38.3 µM), for the others: at the top dose activity change, negative = inhibition, hits mostly inhibitors; AID 463254; actives 0.01% (n = 330,000); USP2 core, Ub-CHOP2 coupled fluorogenic reporter, 485/531;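 further: potency means the concentration at half of the fitted maximal effect; plate controls were DMSO wells for no effect and full inhibition by NEM control for full effect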
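Deubiquitinase activity read as fluorescence (485/531 nm) after Ub-CHOP2 cleavage activates the enterokinase reporter on its substrate; USP2 core 10nM, Ub-CHOP2 and substrate 25nM each, 30min compound preincubation then 60min RT; data normalized to NEM, curves fitted.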
Tb PFK block: T. brucei PFK enzyme inhibition | O15648 | T. brucei PFK, ADP-Glo luminescence | Potency, µM (highest dose often 57.5 µM), for inactives: at the top dose activity, negative = inhibition, hits mostly inhibitors | actives 0.17% (n = 330,000);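 further: potency means the concentration at half of the fitted maximal effect; 0% = uninhibited 1x PFK enzyme wells and -100% = no-enzyme wells; nearly all actives have a fitted effect of over 60% in size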
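1.25 nM PFK with 0.5 mM F6P and 0.1 mM ATP in 0.1 M TEA pH 8.0, 5 mM MgCl2, incubated 45 min at room temperature; ADP measured by ADP-Glo luminescence; compounds titrated up to 57 uM.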
ELG1 repair inh: blocks ELG1-dependent DNA repair in HEK293T cells; HEK293T ELG1-luciferase reporter, luminescence, 16 h; DNA damage induced by 5-fluorouridine; Potency, µM (series often up to 46.1 µM), for inactives: top-dose activity change, negative = inhibition, usual class: inhibitors; actives 2.3% (n = 330,000); further: potency means the concentration at half of the fitted maximal effect; on the % scale 0 is the no-effect control and ±100 the full control effect; nearly all actives have a fitted effect of over 55% in size
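DMSO vehicle served as the neutral condition. Each well held 2,000 cells given 5-fluorouridine plus compound; after 16 hr at 37 °C/5% CO2, ONE-Glo was added and luciferase measured 30 min later.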
uPA surface inh: inhibitors of cell surface uPA generation | cell surface uPA generation assay, qHTS | Potency, µM (highest dose often 38.3 µM), without a hit: top-dose activity change, negative = inhibition, most hits filed as inhibitors | actives 0.31% (n = 330,000); active means well fitted inhibition curve with a large enough effect; inconclusive means small, poorly fitted or top-dose-only effect; inactive means no such curve, though single readings can be large or run the other way; tested in mouse RAW 264.7 cells; further: potency means the concentration at half of the fitted maximal effect; on the % scale 0 is the no-effect control and ±100 the full control effect; nearly all actives have a fitted effect of over 55% in size
Eya2 inh: blocks the phosphatase activity of human Eya2; recombinant Eya2, OMFP fluorescence dephosphorylation (OMFP is methylfluorescein phosphate); Potency, µM (top dose mostly 76.9 µM), without a hit: at the top dose activity, negative = inhibition, usual class: inhibitors; actives 0.006% (n = 330,000); AID 488837; further: potency means the concentration at half of the fitted maximal effect; on the % scale 0 is the no-effect control and ±100 the full control effect
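Eya2 protein (added as 0.2 uM solution) was preincubated with compound for 10 min at ambient temperature in 50 mM HEPES pH 7.5, 50 mM NaCl, 5 uM MgCl2, 0.05% BSA, 1 mM DTT. OMFP (added at 50 uM) then reacted 10 min; fluorescence read at 485/525 nm.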
TCR act: T cell receptor activation | primary human leukocytes, anti-CD3, IL-2 HTRF, 48 h | 330,000 tested, under 10 active | AID 504894 | Potency, µM (titrated, usually from 9.22 µM), for the others: at the highest dose activation of IL-2 secretion, usual class: activators; further: % of control where 0% means no effect
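TCR engagement came from a-CD3 beads alone, with compounds added to primary human leukocytes for 48 hr. Secreted IL-2 bridged europium cryptate- and d2-labelled anti-IL-2 antibodies, giving FRET emission at 665nm after 320nm excitation.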
Chronic BCR inh: inhibitors of chronic active B-cell receptor signaling | ABC-DLBCL IkBa-CBG/CBR reporter, luminescence ratio, 4 h | Potency, µM (doses to about 46.1 µM), without a hit: top-dose ratio change, negative = lower green/red ratio, hits mostly inhibitors | actives 0.05% (n = 340,000); active means well fitted inhibition curve with a large enough effect in the signal ratio, with a control signal flat, not every such curve was filed as active; inconclusive means small, poorly fitted or top-dose-only effect, or effect the other way, or a change in a side signal; the % refers to the signal ratio;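 further: potency means the concentration at half of the fitted maximal effect; plate controls were basal doxycycline-induced cells for no effect and cells given 10 µM MG132 for full effect; MG132 reads +100%, hits lower the ratio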
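Concentration-response series (up to 46 uM) were applied to TMD8 dual-reporter cells for 4 h at 37C with doxycycline. Green/red ratio, after filter-overlap correction, defined %Activity; red signal alone was normalised to basal cells and zero luminescence.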
B2AR arrestin: agonists driving beta-arrestin recruitment to human beta2-adrenergic receptor | actives 0.02% (n = 330,000) | AID 492947 | P07550 | beta-arrestin recruitment to beta2AR, cell-based reporter | Potency, µM (top dose mostly 46.1 µM), for inactives: top-dose activation, most hits filed as activators;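 further: potency means the concentration at half of the fitted maximal effect; 0% = DMSO controls and full agonism = EC100 isoproterenol or metaproterenol; nearly all actives have a fitted effect of over 65% in size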
Target sequence (P07550 whole entry, looked up): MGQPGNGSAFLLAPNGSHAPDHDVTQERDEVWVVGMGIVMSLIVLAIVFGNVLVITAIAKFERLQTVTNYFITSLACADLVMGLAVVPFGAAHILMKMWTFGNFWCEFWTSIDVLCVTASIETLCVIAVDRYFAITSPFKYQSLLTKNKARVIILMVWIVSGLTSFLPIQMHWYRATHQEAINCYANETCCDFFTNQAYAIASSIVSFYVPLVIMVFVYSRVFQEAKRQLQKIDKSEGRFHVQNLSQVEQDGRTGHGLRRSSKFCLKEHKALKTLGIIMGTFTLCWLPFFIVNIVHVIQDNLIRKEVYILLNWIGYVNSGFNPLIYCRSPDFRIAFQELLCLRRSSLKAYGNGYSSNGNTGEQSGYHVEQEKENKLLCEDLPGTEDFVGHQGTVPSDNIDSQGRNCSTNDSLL
TSG101-PTAP inh: blocks PTAP/TSG101 interaction to inhibit HIV-1 budding; 340,000 tested, under 10 active; AID 493005; Fluorescence polarization, FITC-PTAP peptide / Tsg101 binding; Potency, µM (titrated, usually from 115 µM), for inactives: at the top dose activity change, negative = inhibition, usual class: inhibitors; Q99816; active means well fitted inhibition curve with a large enough effect in the main read-out, with a control signal flat, not every such curve was filed as active; inconclusive means small, poorly fitted or top-dose-only effect, or effect the other way, or a change in a side signal; inactive means no such curve, though single readings can be large or run the other way; further: potency means the concentration at half of the fitted maximal effect; % of control where 0% means no effect
Target sequence (Q99816 whole entry, looked up): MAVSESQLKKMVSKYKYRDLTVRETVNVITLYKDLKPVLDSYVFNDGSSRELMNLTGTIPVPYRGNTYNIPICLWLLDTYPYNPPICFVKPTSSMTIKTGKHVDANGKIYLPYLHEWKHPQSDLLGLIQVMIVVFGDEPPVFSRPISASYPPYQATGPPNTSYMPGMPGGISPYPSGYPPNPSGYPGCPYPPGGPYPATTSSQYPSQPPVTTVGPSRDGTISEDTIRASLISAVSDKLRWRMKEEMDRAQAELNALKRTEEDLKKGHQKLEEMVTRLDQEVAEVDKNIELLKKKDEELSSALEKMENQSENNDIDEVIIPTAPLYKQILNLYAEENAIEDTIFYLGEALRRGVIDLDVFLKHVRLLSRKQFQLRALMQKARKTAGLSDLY
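Fluorescence anisotropy tracks displacement of a FITC-tagged PTAP peptide (50 nM) from the Tsg101 binding domain (10 uM), following a 20 min room-temperature incubation at pH 7.5.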
TSHR antag: blocks TSH signaling through the human TSH receptor | P16473 | TSHR-expressing cells, TSH-stimulated cAMP HTRF, 2 h; stronger effect = lower value | activity change, negative = inhibition, % at 11.5 µM | actives 0.2% (n = 330,000);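 active means activity change below a set negative limit, meaning inhibition stronger than a set level, cut at about -70% in these data; inconclusive means activity change between two set negative limits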; further: on the % scale 0 is the no-effect control and ±100 the full control effect
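Read-out is FRET at 665 nm (cryptate excitation 337 nm) from a cryptate-tagged anti-cAMP antibody, competed by cell cAMP against cAMP-d2. Compounds are tested on freshly harvested TSHR cells challenged with 4nM TSH (EC80) for 2 hours at 37 deg C.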
Mito fusion act: blocks mitochondrial division or promotes mitochondrial fusion; actives 0.23% (n = 320,000); Potency, µM (top dose mostly 46.1 µM), for the others: at the top dose growth rescue (activation), usual class: activators; S. cerevisiae fusion-defective mutant growth rescue, CellTiterGlo 48 h;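 further: potency means the concentration at half of the fitted maximal effect; % of control where 0% means no effect; nearly all actives have a fitted effect of over 45% in size; temperature-sensitive fusion mutants such as fzo1-1 at 37 °C on non-fermentable ethanol glycerol medium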
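S. cerevisiae fusion-defective temperature-sensitive mutants (e.g. fzo1-1, mgm1-5) grown 48 h at 37C in YPEG (ethanol/glycerol non-fermentable) medium with 23 nl compound per well; growth rescue read as CellTiterGlo luminescence.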
An asterisk follows results filed as active; u = inconclusive; x = not tested or not shown; [ ] = dose if it differs, or a comment. Unless noted, the call rests on the fitted dose curve; in most records, active means well fitted curve in the direction sought with a large enough effect; inconclusive means small, poorly fitted or top-dose-only effect, or another doubt; inactive means no such curve, though single readings can be large; an effect the other way counts as inactive or inconclusive.

Results follow in this order: USP2a block	Tb PFK block	ELG1 repair inh	uPA surface inh	Eya2 inh	TCR act	Chronic BCR inh	B2AR arrestin	TSG101-PTAP inh	TSHR antag	Mito fusion act
O=c1c2c3c(sc2n(CCN2CCOCC2)c(=O)n1Cc1ccco1)CCCCC3
  3%	6%	0%	3%	5%	4%	2%	0.1%	-2%	-12	-2%
CCOc1ccc(CCNC(=O)COC(=O)c2c(OC)cccc2OC)cc1OCC
  2%	-2%	-5%	-3%	13%	-3%	1%	-1.5%	-1%	1	1%
Cc1ccccc1NC(=O)NCCCN1CCCC1
  0%	2%	7%	x	5%	5%	u	-0.2%	-2%	4	-3%
CCn1c(NC(=O)c2ccco2)c(-c2ccccc2Cl)c(=O)c2ccccc21
  4%	4%	-9%	-3%	-7%	7%	1%	-0.9%	4%	-5	0%
CCN(C[C@H]1N[C@@](Cc2ccccc2)(C(=O)OC)[C@H]2C(=O)N(Cc3ccccc3)C(=O)[C@@H]12)C(=O)COc1ccccc1
  3%	1%	4%	-8%	-4%	3%	0%	-0.8%	-2%	-7	x
O=C(NCc1ccccc1)C1CCCN(c2ncnc3c2nc2n3CCCCC2)C1 (configuration not stated)
  -1%	-5%	u	-10%	-12%	0%	2%	0.0%	-6%	22	-4%
Cc1ccc(C(=O)N(C)CCOc2ccccc2)cc1S(=O)(=O)N1CCOCC1
  1%	-1%	-1%	0%	19%	2%	u	-0.3%	0%	9	0%
CN(C)CCNc1oc(COc2cccc(Cl)c2)nc1C#N
  1%	-10%	14%	2%	3%	2%	1%	-0.5%	-3%	19	0%
COCCNC(=S)N1CCN(c2ccc(Cl)cc2)CC1
  -1%	-8%	-16%	-1%	-6%	-3%	u	-0.2%	-6%	1	-4%
COc1ccccc1OCCNC(=O)c1ccc(C)o1
  -1%	-8%	u	3%	-26%	7%	-2%	0.1%	0%	16	-3%
COc1cc2[nH]c(=O)n(C3CCCCC3)c(=O)c2cc1OC
  4%	2%	1%	-4%	9%	-2%	u	-0.1%	-3%	-9	9%
CCc1nc2c(nnn2Cc2ccc(F)cc2)c(=O)[nH]1
  1%	7%	9%	-4%	-8%	x	21%	0.3%	-7%	14	12%
Cc1oc(C(=O)O)cc1CSc1nnc(-c2ccccc2)n1C
  -2%	11%	9%	1%	-23%	0%	u	-0.7%	1%	9	1%
CC(C)c1ccccc1NCC(=O)N1CCN(Cc2ccccc2)CC1
  3%	9%	-4%	-4%	-14%	0%	-2%	0.1%	-2%	0	13%
CCN(C(=O)CSc1nc2ccccc2o1)C1CCS(=O)(=O)C1 (configuration not stated)
  1%	-3%	u	1%	1%	-3%	-23%	0.1%	0%	-3	-3%
O=C(O)c1ccc(-c2nc(-c3ccc(Cl)cc3Cl)cs2)cc1
  1%	-7%	u	1%	9%	-13%	3%	-0.3%	-5%	-7	u
COc1cc(CN2CCCC(CO)(Cc3ccccc3F)C2)ccc1O (configuration not stated)
  1%	-1%	1%	-14%	-1%	2%	10%	-0.4%	0%	7	-9%
Oc1ccc(-c2nnc(-c3ccccc3)c(-c3ccccc3)n2)cc1
  0%	-9%	u	x	-13%	1%[46.1 µM]	u	-0.9%	x	7	13%
CN=C1SC(CC(=O)Nc2cc(Cl)ccc2Cl)C(=O)N1C (configuration not stated)
  -4%	-6%	16%	x	-6%	0%	-17%	0.1%	-5%	x	3%
Cc1ccn(CCC(=O)Nc2ccc(-c3ccno3)cc2)n1
  0%	-3%	11%	10%	13%	0%	8%	0.3%	-7%	9	-11%
C/C(=N\Nc1nccnc1Cl)c1ccc(Cl)c(Cl)c1
  4%	2%	0%	-4%	0%	x	u	-0.3%	-1%	3	-11%
CC(/C=C/c1ccccc1)=N\NC(=O)CSc1ccccn1
  0%	-1%	8%	-6%	-1%	-1%[46.1 µM]	u	-2.1%	0%	-5	0%
O=c1c(Br)c(N2CCCC2)cnn1-c1ccccc1
  0%	0%	u	-4%	1%	3%[46.1 µM]	0%	-0.6%	-1%	-5	18%
O=C(NCCCN1CCOCC1)c1ccc(-c2ccc(Cl)cc2)o1
  -1%	0%	13%	-13%	0%	3%	-3%	0.3%	-4%	10	11%
Cc1ccnc(Nc2nc3ccccc3o2)n1
  2%	-10%	u	u	7%	-3%	u	0.0%	0%	12	-13%
O=C(O)CCCc1nc2ccccc2s1
  1%	-4%	0%	3%	-13%	-13%	u	-0.2%	-1%	-10	1%
CSc1cccc(NC(=O)CN(c2cccc(C)c2)S(C)(=O)=O)c1
  3%	0%	-6%	-3%	-15%	0%	u	3.6%	-3%	-9	-2%
COC(=O)c1cccc(OCC(O)Cn2cnc3cc(C)c(C)cc32)c1 (configuration not stated)
  0%	4%	u	2%	16%	-6%	-5%	-0.6%	-1%	0	2%
C=CCOc1cccc(CNCc2ccncc2)c1
  -1%	2%	-3%	-8%	-1%	1%	2%	-0.1%	-6%	-7	1%
CC(C)(NC(=O)c1cc(Cl)c2ccccc2c1O)C(=O)O
  -1%	0%	u	2%	15%	-1%	2%	-0.4%	-11%	5	1%
O=C(Nc1ccccc1C(=O)N1CCN(Cc2ccccc2)CC1)c1ccccc1
  -1%	-6%	2%	1%	-10%	4%	0%	-0.2%	-5%	3	1%
CN1CCN(C(=S)Nc2ccc([N+](=O)[O-])cc2)CC1
  -1%	0%	u	1%	-13%	1%	4%	0.6%	0%	9	-1%
O=C(Cn1cc(C(F)(F)F)cc(Cl)c1=O)Nc1ccc(N2CCOCC2)cc1
  1%	-5%	18%	2%	-7%	-8%	0%	0.0%	0%	11	-22%
Cn1ncc([N+](=O)[O-])c1C(=O)Nc1ccccc1C(=O)O
  2%	-3%	-20%	3%	9%	-4%	1%	-0.5%	-4%	-4	1%
CCOc1ccc(N2CC(C(=O)NCCc3c[nH]c4ccc(OC)cc34)CC2=O)cc1 (configuration not stated)
  3%	-8%	u	7%	-7%	6%	-2%	-0.4%	1%	-2	0%
Cc1cc(C(=O)OCC(=O)NNC(=O)c2cccs2)ccc1[N+](=O)[O-]
  -1%	26%	20%	-1%	27%	-15%	-2%	2.5%	-5%	-2	-1%
Clc1ccc2c(c1)c1ccccc1n2CN1CCOCC1
  -15%	2%	27%	1%	-15%	3%	-8%	-0.6%	-7%	49	-12%
COc1ccc(C2=NN(C(N)=S)C(c3ccco3)C2)cc1 (configuration not stated)
  12%	-3%	12%	-15%	9%	4%	-15%	-0.6%	-1%	-4	-2%
O=C(O)CCC(=O)Nc1nc(-c2ccccc2)cs1
  1%	26%	10%	-1%	7%	-1%	u	0.2%	-1%	5	1%
COc1ccc(N(C)C(=O)c2cn(CC(C)C)c(=O)c3cc(OC)c(OC)cc23)cc1
  4%	3%	u	2%	-11%	-14%	u	-0.9%	-2%	-8	0%
COC(=O)c1ccc(/C=C/C(=O)OCC(=O)Nc2sccc2C(N)=O)cc1
  0%	5%	u	-4%	0%	6%	u	-0.4%	-1%	u	x
CC1(C)NC(=O)N(Cc2cc(=O)n3ccsc3n2)C1=O
  3%	0%	-1%	-1%	2%	0%	1%	0.4%	-9%	1	2%
COc1cc(OC)cc(C(=O)NC(C(=O)Nc2ccc3c(c2)OCCO3)C(C)C)c1 (configuration not stated)
  3%	1%	u	5%	9%	x	u	-0.1%	-4%	5	8%
CCCCSc1nnc(-c2cc(Br)ccc2N)c(=O)[nH]1
  1%	7%	24%	x	4%	12%	u	-0.1%	-10%	-3	1%
COc1cc(NC(=O)Cn2nc(C(F)(F)F)c3c2CCCC3)cc(OC)c1OC
  -2%	4%	u	-3%	-1%	8%	u	-0.1%	-2%	-15	0%
COc1ccc(CNC(=S)Nc2ccccc2Cl)cc1
  3%	-2%	7%	2%	u	1%	0%	1.0%	-5%	0	-14%
CSc1ncccc1C(=O)NC(C)C1CC2CCC1C2 (configuration not stated)
  1%	0%	0%	-3%	-2%	6%	-1%	-0.1%	-6%	-3	-1%
CCOc1ccc(NC(=O)CCCc2cc(-c3ccc(OCC)cc3)on2)cc1
  0%	-2%	11%	1%	15%	1%	u	2.8%	0%	11	-5%
O=[N+]([O-])c1ccc(NCCOc2ccccc2Cl)nc1
  0%	-21%	26%	-17%	-5%	-1%	u	-0.3%	-3%	-13	2%
